Pol eta inh – qHTS for Inhibitors of Polymerase Eta; Potency, µM (doses to about 114 µM), for inactives: top-dose activity change, negative = inhibition, usual class: inhibitors; 390,000 compounds, 1.2% hits; recombinant Pol eta, fluorescent DNA replication assay; DNA polymerase eta (Homo sapiens), Q9Y253; AID 588591, 2011; further: potency means the concentration at half of the fitted maximal effect; on the % scale 0 is the no-effect control and ±100 the full control effect
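Fluorescent replication assay: 50 nM final substrate added after a 15 min room-temperature compound preincubation with 10 nM enzyme. Signal taken at 0 min and again at 10 min.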
BLM helicase inh – qHTS Assay for Inhibitors of Bloom's syndrome helicase (BLM). RecQ-like DNA helicase BLM (Homo sapiens), P54132. recombinant BLM DNA unwinding, fluorescence dequenching. Potency, µM (top dose mostly 56.1 µM), for inactives: top-dose activity change, negative = inhibition, actives largely listed as inhibitors. 350,000 compounds, 0.2% hits;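 further: potency means the concentration at half of the fitted maximal effect; plate controls were vehicle for no effect and no enzyme for full effect; nearly all actives have a fitted effect of over 35% in size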
APE1 inh – qHTS Assay for Inhibitors of the Human Apurinic/apyrimidinic Endonuclease 1 (APE1); DNA repair nuclease/redox regulator APEX1 (Homo sapiens), P27695; recombinant APE1, TAMRA/BHQ-2 abasic DNA cleavage fluorescence; Potency, µM (series often up to 65.8 µM), inactives show at the top dose activity change, negative = inhibition, usual class: inhibitors; 350,000 compounds, 0.35% hits;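 further: potency means the concentration at half of the fitted maximal effect; plate controls were vehicle for no effect and reference inhibitor for full effect; nearly all actives have a fitted effect of over 55% in size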
Target sequence (P27695 whole entry, looked up): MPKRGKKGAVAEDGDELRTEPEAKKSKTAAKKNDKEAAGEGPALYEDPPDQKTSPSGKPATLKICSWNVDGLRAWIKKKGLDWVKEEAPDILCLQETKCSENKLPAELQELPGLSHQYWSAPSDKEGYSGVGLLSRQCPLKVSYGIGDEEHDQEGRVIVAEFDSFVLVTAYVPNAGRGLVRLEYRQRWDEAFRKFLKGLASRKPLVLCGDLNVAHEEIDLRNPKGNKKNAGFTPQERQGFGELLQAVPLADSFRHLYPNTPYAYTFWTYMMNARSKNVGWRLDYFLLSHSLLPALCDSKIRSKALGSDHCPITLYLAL
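Endonuclease cleavage of a quenched abasic-site DNA duplex (50 nM) by APE1 (0.75 nM) was tracked by TAMRA dequenching. Compounds were preincubated with enzyme 15 min at room temperature; data normalized to buffer-only and DMSO wells plus NSC13755 control.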
Anesthetic bind – qHTS Assay for Identification of Novel General Anesthetics. Ferritin light chain (Equus caballus), P02791. apoferritin/1-aminoanthracene competitive binding, fluorescence. Potency, µM (series often up to 77.5 µM), for the others: at the top dose activity change, negative = displacement, actives largely listed as inhibitors. 350,000 compounds, 0.074% hits. AID 485281, 2010; further: potency means the concentration at half of the fitted maximal effect; on the % scale 0 is the no-effect control and ±100 the full control effect; nearly all actives have a fitted effect of over 20% in size
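Concentration-response curves derived by four-parameter Hill fitting of normalized fluorescence, where compounds displaced 1-AMA from 10 uM horse apoferritin following a brief 10 min room-temperature incubation; propofol titration acted as positive control.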
POLB inh – qHTS Assay for Inhibitors of DNA Polymerase Beta; P06746; Pol beta primer extension/strand displacement, fluorescence kinetic; Potency, µM (highest dose often 114 µM), for the others: top-dose activity change, negative = inhibition, actives largely listed as inhibitors; 340,000 compounds, 1.3% hits; AID 485314, 2010; further: potency means the concentration at half of the fitted maximal effect; on the % scale 0 is the no-effect control and ±100 the full control effect
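Curves were derived by four-parameter Hill fits of normalized qHTS data. The kinetic fluorescent primer-extension read was taken at 0 and 10 min after 50 nM substrate, following a 15 min room-temperature preincubation of 10 nM enzyme with compounds.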
PGK inhibitor – qHTS Assay to Find Inhibitors of Phosphoglycerate Kinase; Phosphoglycerate kinase, glycosomal (Trypanosoma brucei brucei), P07378; Potency, µM (top dose mostly 57.5 µM), without a hit: at the top dose activity change, negative = inhibition, actives largely listed as inhibitors; 380,000 compounds, 0.043% hits; PGK/GAPDH coupled, Kinase-Glo luminescence, 60 min; further: potency means the concentration at half of the fitted maximal effect; on the % scale 0 is the no-effect control and ±100 the full control effect; nearly all actives have a fitted effect of over 60% in size
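Recombinant glycosomal PGK reaction used 1,3-bisphosphoglycerate generated in-well by GAPDH (100nM final) in 100mM TEA pH 7.6, 5mM MgCl2, 0.01% Tween-20. After 60 minutes at room temperature, ATP was read by Kinase-Glo Plus luminescence end-point.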
Pol iota inh – qHTS for Inhibitors of Polymerase Iota. Potency, µM (highest dose often 115 µM), inactives show top-dose activity, negative = inhibition, usual class: inhibitors. 390,000 compounds, 1% hits. Pol iota fluorescent replication assay, 10 min. AID 588590, 2011; further: potency means the concentration at half of the fitted maximal effect
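Pol iota at 10 nM preincubated 15 min with compounds at room temperature; reaction started with fluorescent substrate, 50 nM final. Fluorescence read kinetically at 0 and 10 min; buffer-only wells as negative control.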
RXFP1 antagonist – qHTS Assay for Antagonists of the Relaxin Receptor RXFP1 | Relaxin receptor 1 (Homo sapiens), Q9HBX9 | HEK293-RXFP1, relaxin-stimulated cAMP HTRF, 30 min; active compounds read low | activity change, negative = inhibition, % at 57.5 µM | 350,000 compounds, 0.59% hits | AID 1259400, 2018;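 active means activity change of -60% or lower, but not beyond a set lower limit; inconclusive means change between -60% and -40%, or beyond the set limit; inactive means change above -40%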; further: on the % scale 0 is the no-effect control and ±100 the full control effect
Target sequence (Q9HBX9 whole entry, looked up): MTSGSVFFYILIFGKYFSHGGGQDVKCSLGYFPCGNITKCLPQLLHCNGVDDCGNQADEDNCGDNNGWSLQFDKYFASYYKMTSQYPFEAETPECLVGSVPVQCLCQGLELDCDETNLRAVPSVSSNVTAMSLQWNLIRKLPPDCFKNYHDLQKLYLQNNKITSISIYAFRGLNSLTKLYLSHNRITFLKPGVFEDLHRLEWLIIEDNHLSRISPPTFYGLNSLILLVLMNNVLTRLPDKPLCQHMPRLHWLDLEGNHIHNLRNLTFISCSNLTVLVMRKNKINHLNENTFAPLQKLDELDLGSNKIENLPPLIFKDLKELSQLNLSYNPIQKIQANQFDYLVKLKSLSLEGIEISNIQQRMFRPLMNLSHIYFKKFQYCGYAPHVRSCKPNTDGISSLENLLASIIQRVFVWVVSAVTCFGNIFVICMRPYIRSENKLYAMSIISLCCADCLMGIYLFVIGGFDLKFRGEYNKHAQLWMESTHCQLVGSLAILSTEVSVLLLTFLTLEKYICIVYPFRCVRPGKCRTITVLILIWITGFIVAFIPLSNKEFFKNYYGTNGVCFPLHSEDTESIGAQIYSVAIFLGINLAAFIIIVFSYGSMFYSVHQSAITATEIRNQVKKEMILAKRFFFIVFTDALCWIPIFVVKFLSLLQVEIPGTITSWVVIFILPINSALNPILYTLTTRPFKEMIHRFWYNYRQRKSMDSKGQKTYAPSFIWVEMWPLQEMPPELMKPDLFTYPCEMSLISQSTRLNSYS
Pol kappa inh – qHTS for Inhibitors of Polymerase Kappa. DNA polymerase kappa (Homo sapiens), Q9UBT6. purified Pol kappa, fluorescent DNA synthesis assay, 10 min. Potency, µM (titrated, usually from 107 µM), without a hit: at the top dose activity, negative = inhibition, most hits filed as inhibitors. 400,000 compounds, 0.53% hits; further: potency means the concentration at half of the fitted maximal effect; on the % scale 0 is the no-effect control and ±100 the full control effect
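Activity was followed as the change in fluorescence between reads at 0 and 10 min after starting the reaction with 50 nM substrate. Beforehand, 10 nM polymerase had been preincubated with compound for 15 min at room temperature.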
* marks the source's active call; other numbers are inactive results; i = inactive; ? = inconclusive; / = not tested or not shown; & = joins results of further samples; [ ] = dose if it differs, or a comment. Unless noted, the call rests on the fitted dose curve; in most records, active means well fitted curve in the direction sought with a large enough effect; inconclusive means small, poorly fitted or top-dose-only effect, or another doubt; inactive means no such curve, though single readings can be large; an effect the other way counts as inactive or inconclusive. A portion of the library; rates above refer to the full screens.

SMILES	Pol eta inh	BLM helicase inh	APE1 inh	Anesthetic bind	POLB inh	PGK inhibitor	Pol iota inh	RXFP1 antagonist	Pol kappa inh
O=C(CNC(=O)c1ccco1)NCC(=O)OCc1ccc(C(=O)Oc2ccc(Cl)cc2)cc1	?	-9%	18%	-15%	9%	-2%	-6%	-13	5%
CSc1ncc(Cl)c(C(=O)Nc2ccc(S(=O)(=O)N3CCC(C)CC3)cc2)n1	-26%	-2%	/	?	-29%	-7%	-11%	/	0%
COC(=O)c1sc(NC(=S)NC(=O)c2ccc(C)cc2)nc1C	-19%	0%	4%	-2%	6%	2%	39%[activator]	-15	1%
O=C(CSc1nnc(CCCN2C(=O)c3cccc4cccc(c34)C2=O)n1-c1ccccc1)N1CCN(CCO)CC1	-9%	3%	-3%	-5%	-9%	-4%	-5%	/	-9%
CCO[C@H]1OC(C(=O)O)=C[C@@H](C2CCCCC2)[C@@H]1CCCO	-8%	-1%	2%	-5%	18%	3%	29%	/	-11%
Cc1cc(-c2cccs2)c2c(N)c(C(=O)c3ccc4c(c3)OCO4)sc2n1	?	-3%	1%	2%	-26%	-1%	39%[activator]	-2	-11%
O=C(NNc1ccc([N+](=O)[O-])cc1)c1ccccc1Cl	5%	2%	-2%	?	-9%	-5%	-16%	6	-6%
C/C(=N\N=C(/N)SC1CC(=O)N(c2ccc(Br)cc2)C1=O)c1cccs1 (stereo not drawn)	-15%	-7%	-5%	?	3%	/	-16%	1	-11%
CNC(=O)C1CCC(=O)N1Cc1ccccc1Cl (stereo not drawn)	5%	0%	4%	-4%	0%	-5%	21%	10	-5%
O=S(=O)(NCC(c1cccnc1)N1CCN(c2ccccc2)CC1)c1cc(F)ccc1F (stereo not drawn)	3%	-2%	-3%	-10%	-1%	-1%	-8%	17	-2%
O=C(Cc1cccc([N+](=O)[O-])c1)NCc1nc2cccnc2n1Cc1ccc(F)cc1	-10%	2%	/	49%[activator]	8%	2%	?	17	-5%[60.1 µM]
COc1ccc(F)cc1S(=O)(=O)NCc1ccccc1	-11%	-1%	3%	-16%	0%	8%	10%	-11	3%
C#Cc1ccc([C@H]2C=C(C(=O)NCc3nc4ccccc4[nH]3)O[C@@H](OCc3ccc(CO)cc3)C2)cc1	-4%	/	/	/	/	1%	15%	/	0%
CCc1ccc(NC(=O)C(=O)NCCc2sc(-c3ccc(OC)c(OC)c3)nc2C)cc1	-17%	0%	/	-2%	23%	3%	24%	/	0%[60.1 µM]
Cn1cc(S(=O)(=O)c2ccccc2)c(=O)c2cc(F)c(N3CCCCC3)cc21	-8%	1%	/	1%	2%	-10%	0%	-2	-5%[60.1 µM]
O=C(Nc1ccccc1)Nc1ccc(Cl)nc1Cl	1%	/	/	/	/	-2%	-9%	-3	-7%
N#C/C(=C(/O)C(Cl)(Cl)Cl)c1nc2ccccc2[nH]1	-2%	2%	1%	1%	26%	-9%	21%	-17	1%
O=c1ccc2cc(S(=O)(=O)NCCCc3ccccc3)ccc2[nH]1	-15%	-5%	1%	-5%	?	2%	-28%	-1	-8%
CCOC(=O)C1=C(C)Nc2ncnn2C1/C=C/c1ccccc1 (stereo not drawn)	-1%	0%	5%	-9%	34%	i	-13%	-6	-1%
COc1ccc(OC)c(NC(=O)CC2SC(=Nc3ccccc3)N(CCc3ccccn3)C2=O)c1 (stereo not drawn)	3%	-10%	-3%	-6%	-13%	-4%	-22%	-5	-13%[60.1 µM]

Next part (2 carried over from the part before).
SMILES	Pol eta inh	BLM helicase inh	APE1 inh	Anesthetic bind	POLB inh	PGK inhibitor	Pol iota inh	RXFP1 antagonist	Pol kappa inh
CCOC(=O)C1=C(C)Nc2ncnn2C1/C=C/c1ccccc1 (stereo not drawn)	-1%	0%	5%	-9%	34%	i	-13%	-6	-1%
COc1ccc(OC)c(NC(=O)CC2SC(=Nc3ccccc3)N(CCc3ccccn3)C2=O)c1 (stereo not drawn)	3%	-10%	-3%	-6%	-13%	-4%	-22%	-5	-13%[60.1 µM]
CC(C)n1nnnc1-c1cccc(Cl)c1	-12%	-1%	2%	-11%	2%	1%	9%[58.9 µM]	2	-7%
COc1ccc(CCNC(=O)C(=O)NCC2CCCN2S(=O)(=O)c2ccccc2)cc1 (stereo not drawn)	-7%	/	6%	/	/	-9%	-22%	-22	-5%
COc1ccc(NC(=S)N2CCC(c3ccc(C)cc3)C2)cc1 (stereo not drawn)	-11%	-12%	12%	-8%	-1%	i	9%	17	0%
Cc1cccc(C)c1N1CCN(C(=O)c2ccc3c(c2)OCO3)CC1	-9%	-2%	-9%	-3%	3%	7%	32%[activator]	-62*	-11%
Cc1ccccc1CNC(=O)C(=O)NCC(c1ccc2c(c1)OCO2)N1CCOCC1 (stereo not drawn)	-16%	-3%	/	6%	1%	-6%	27%	-7	-2%[60.1 µM]
C[C@@H](O)[C@@H]1NC(=O)c2cc([N+](=O)[O-])cc(I)c2NCC[C@@H](C(N)=O)NC(=O)CNC1=O	-1%	2%	?	-4%	-17%	0%	-11%	/	-5%
CC(=O)NCCNc1nc2c(-c3cccc(C)c3)nnn2c2ccc(Cl)cc12	-8%	-4%	/	24%	12%	-1%	49%[activator]	/	1%
CC1CC(Nc2ccccc2)=NC1(C)C (stereo not drawn)	-20%	5%	-6%	10%	14%	-10%	415%[activator]	6	-7%
C[C@@H]1C=C[C@](Cc2ccccc2)(C(=O)NCC2CC2)N1C(=O)c1ccccc1	-8%	2%&-3%	13%&-5%	-4%&-12%	9%	i	12%	/	16%
COc1cccc(NC(=O)CSc2nnc3[nH]c(=O)cc(-c4ccccc4)n23)c1	11%	1%	/	-4%	-15%	-2%	?	-11	3%[60.1 µM]
CN(C(=O)CSc1nc2ccccc2[nH]1)C1CCS(=O)(=O)C1 (stereo not drawn)	-19%	/	-3%	/	/	8%	58%[activator]	3	-3%
CCN1CCN(c2nc3ccccn3c(=O)c2/C=C(\C#N)S(=O)(=O)c2ccccc2)CC1	0%	2%	?	-1%	84%	0%	36%[activator]	-37	-5%
COc1cccc(NC(=O)CN(C)C(=O)COc2ccc3ccccc3c2)c1	-22%	1%	-6%	-3%	2%[57.1 µM]	-2%	16%	2	-18%
O=C(CN1CCOCC1)N1CCN(c2ccc3ccccc3n2)CC1	/	-5%	11%	1%	39%	/	/	/	/
CC(=O)Nc1cc(OC(C)=O)c2nonc2c1OC(C)=O	50µM*	1.6µM*	?	-12%	0%	-24%	0.79µM*	0	-10%
N#C/C(=C\Nc1ccc2c(c1)OCCO2)C(=O)NCc1ccco1	-8%	-2%	4%	-15%	5%	5%	29%	-9	-3%
O=C(NNC(=O)c1cc(-c2ccc(Br)cc2)nc2ccccc12)c1csc(N2CCOCC2)n1	-8%	/	/	/	/	-2%	9%	-7	9%
CC1CCCN(C(=O)CN2CCN(C(=O)c3ccco3)CC2)C1 (stereo not drawn)	-4%	2%	4%	-5%	4%	i	?	12	-6%
NC(=S)Nn1c(-c2ccccc2)nc2ccccc2c1=O	-9%	2%	18%	6%	20%	-1%	24%	3	3%
O=C(CSc1nnc(-c2ccc(F)cc2)n1CC1CCCO1)NCc1ccco1 (stereo not drawn)	0%	3%	6%	-3%	22%	-2%	18%	-1	-6%
CCOC(=O)c1ccc(NC(=O)CC2SC(=NC)N(C)C2=O)cc1 (stereo not drawn)	-2%	1%	-2%	1%	-21%	i	7%	6	-7%
O=C(CSc1nnc(-c2ccc(Cl)cc2)n1Cc1ccco1)NCc1ccc2c(c1)OCO2	-12%	-4%	-5%	-5%	25%	0%	-7%	-14	-23%
CCOC(=O)C1CCN(c2c(NCc3ccc(C(=O)NCCOC)cc3)c(=O)c2=O)CC1	-24%	-4%	11%	-2%	37%	1%	16%	-2	-8%
CCOc1ccc(NC(=O)c2cnc(N3CCCC3)nc2C)cc1	/	-4%	/	42%[activator]	12%	/	23%	0	-6%[60.1 µM]
O=C(c1ccccc1N(Cc1ccccc1)S(=O)(=O)c1ccccc1)N1CCOCC1	-16%	2%	-13%	-1%	53%	-1%	75%[activator]	6	-4%
COc1ccc(N(Cc2cc3ccccc3[nH]c2=O)S(=O)(=O)c2ccc(OC)cc2)cc1	-13%	-8%	-25%	-11%	5%	-5%	20%	6	-10%
CCOc1ccccc1Nc1cc(C)c2cccc(C)c2n1	-14%	-12%	33%	377%[activator]	-10%	13%	-7%	-1	-4%
O=C(COC(=O)c1cccc(Cl)c1Cl)NC1CCCC1	-15%	1%	0%	7%	5%	3%	157%[activator]	-7	-1%
CN(C)CCCNc1ncnc2c1c(-c1ccccc1)cn2-c1ccccc1	-12%	-14%	-2%	-10%	3%	0%	23%	/	11%
COc1ccc(-c2cc(C(=O)Nc3ccc(C#N)cc3)no2)cc1	-4%	-13%	/	7%	26%	7%	-12%	-4	-8%
O=C(Cn1c(NCCO)nc2ccccc21)NCC1CCCO1 (stereo not drawn)	-13%	3%	-7%	2%	19%	6%	88%[activator]	-9	-2%
CCn1ncc(CN2CCC(Oc3cc(C(=O)NC4CC4)ccc3OC)CC2)c1C	-19%	1%	36%[activator]	-1%	40%	i	-10%	-9	-2%
CCC(=O)N1c2ccccc2NC2=C(C(=O)CC(c3ccco3)C2)C1c1ccco1 (stereo not drawn)	-14%	-3%	-5%	-15%	1%	-7%	?	-7	-17%
Cc1cccnc1NC(=O)c1ccc(S(=O)(=O)NCc2ccco2)cc1	-16%	/	43%[activator]	/	/	0%	5%	12	4%
